C2C12 statin = protects C2C12 myotubes from simvastatin toxicity | ATP luminescence, 48 h; scaled: DMSO 0, geranylgeraniol control 100 | rescue of ATP level, % at 7.49 µM | actives 0.78% (n = 330,000);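 active = mean ATP rescue above about 67%, or every replicate alone reaching that limit, limit read from the data, passing the limit was not always enough; inconclusive = no clear call, values can overlap the other calls; inactive = mean under the limit and some replicate under it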;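 note: myotubes were challenged with 10 µM simvastatin during compound exposure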
E-selectin induc = induces E-selectin expression in human endothelial cells. HUVEC E-selectin immunofluorescence imaging; normalized: neutral wells 0, TNF-alpha wells 100. P16581. activation, % at 7.58 µM. actives 0.37% (n = 260,000);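 active = mean E-selectin-positive cell signal at least 10% of the positive control, reached in at least 60% of replicates, without over 20% cell loss; inconclusive = no rule given, readout overlaps actives, possibly toxicity-flagged; inactive = the rest, including those meeting only one limit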;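 note: in these data hits start at about 27%; measured in HUVEC primary endothelial cells; signal is the percent of cells scored E-selectin positive by PE staining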
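Assay system: HUVEC primary endothelial cells. Input: 3,000 HUVEC seeded per well. Doses: one compound dose added by pin transfer. Read-out basis: % PE-positive cells. Benchmarks: TNF-alpha high, DMSO low. Detection: immunofluorescence imaging. Buffer or medium: EGM-2, gelatin.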
SIRT5 inh = inhibitors of human sirtuin-5 desuccinylase. actives 1.1% (n = 330,000). inhibition, % at 15 µM. Purified SirT5, succinyl-peptide AMC, trypsin-coupled fluorescence. Q9NXA8; in the data active = inhibition above about 15%; inconclusive = no clear call, values can overlap the other calls
Target sequence (Q9NXA8 whole entry, looked up): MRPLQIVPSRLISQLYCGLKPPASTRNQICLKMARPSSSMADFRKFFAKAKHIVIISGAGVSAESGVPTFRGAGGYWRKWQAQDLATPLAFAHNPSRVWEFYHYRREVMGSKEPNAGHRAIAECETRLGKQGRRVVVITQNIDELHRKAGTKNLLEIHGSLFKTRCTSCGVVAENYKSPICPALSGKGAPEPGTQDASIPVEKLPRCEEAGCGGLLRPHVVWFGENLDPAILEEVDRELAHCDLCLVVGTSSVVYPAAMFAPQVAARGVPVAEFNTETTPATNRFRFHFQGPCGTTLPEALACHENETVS
ERp5 block = ERp5 (human) disulfide isomerase inhibition | ERp5 insulin aggregation, absorbance 650 nm, 90 min | inhibition, % at 9.99 µM | actives 0.05% (n = 350,000);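 active = mean replicate inhibition above about 25%, with every replicate also reaching it, limit read from the data, passing the limit was not always enough; inconclusive = only one of those two criteria met; inactive = neither criterion met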
Target sequence (Q15084 whole entry, looked up): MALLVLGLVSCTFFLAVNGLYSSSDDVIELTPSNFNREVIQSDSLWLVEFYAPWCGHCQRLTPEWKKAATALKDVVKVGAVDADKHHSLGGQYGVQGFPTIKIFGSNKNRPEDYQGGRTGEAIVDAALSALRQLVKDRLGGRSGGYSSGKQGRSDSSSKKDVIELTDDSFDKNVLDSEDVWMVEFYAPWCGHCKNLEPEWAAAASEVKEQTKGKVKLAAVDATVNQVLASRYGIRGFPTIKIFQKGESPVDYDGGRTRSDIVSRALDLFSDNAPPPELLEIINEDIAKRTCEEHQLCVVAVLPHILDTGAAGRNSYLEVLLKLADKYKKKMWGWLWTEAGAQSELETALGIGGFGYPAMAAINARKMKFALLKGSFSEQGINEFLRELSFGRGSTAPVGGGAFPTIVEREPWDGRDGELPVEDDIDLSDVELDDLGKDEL
DENV2 CPE rescue = DENV2-induced cell death inhibition | DENV2-infected cells, cytopathic effect rescue, plate reader | CPE inhibition, % at 9.99 µM | actives 1.7% (n = 350,000) | AID 651640; in the data active = CPE inhibition above about 20%, passing the limit was not always enough; inconclusive = no clear call, values can overlap the other calls; tested in BHK-21 cells;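 note: 0% = median of neutral control wells and 100% = median of positive control wells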
S100A4 MyoIIA = S100A4-myosin IIA interaction inhibition; P26447; S100A4/TAMRA-MyoIIA peptide fluorescence polarization; inhibition, % at 10.7 µM; actives 0.14% (n = 360,000);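 active = mean inhibition of at least 70% across replicates, with every replicate also reaching that level; inconclusive = mean inhibition reaches 70% but some replicates fall short; inactive = mean inhibition below 70%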
Target sequence (P26447 whole entry, looked up): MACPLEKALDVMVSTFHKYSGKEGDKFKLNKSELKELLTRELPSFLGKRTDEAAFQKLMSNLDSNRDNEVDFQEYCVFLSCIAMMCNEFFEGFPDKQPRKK
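Test system: S100A4 monomer protein; Medium: HEPES pH 7.2 with CaCl2, KCl, NaCl, DTT, Triton; Probe or stimulus: TAMRA-labelled myosin IIA heavy-chain peptide probe, 5 nM; Doses: one dose per compound; Times: polarization read 5 min after assay mix addition, stable 5–60 min; Benchmarks: neutral control DMSO, positive control TFP.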
PglD DTNB = PglD (C. jejuni) enzyme inhibition; purified PglD enzyme, DTNB colorimetric CoA detection; inhibition, % at 12.5 µM; actives 0.098% (n = 360,000); AID 602405; in the data active = inhibition above about 16%, passing the limit was not always enough; inconclusive = no clear call, values can overlap the other calls; note: strong numbers were not always called active
Numbers without * were called inactive; ? = inconclusive; nt = not tested or not shown.

#	mol	C2C12 statin	E-selectin induc	SIRT5 inh	ERp5 block	DENV2 CPE rescue	S100A4 MyoIIA	PglD DTNB
1	COc1ccc(C(=O)NCc2nnc(SCC(=O)c3ccccc3)n2C)cc1	nt	nt	-5	5	0	11	nt
2	Cc1ccc(S(=O)(=O)Nc2ccc3c(c2)C(=O)N([C@@H](C)CO)C[C@H](C)[C@@H](CN(C)Cc2ccc(C(=O)Nc4ccccc4N)cc2)O3)cc1	nt	1.2	10	-2	9	-13	nt
3	COC(=O)[C@@H]1C[C@@]2(O)[C@H](O)[C@H](O)[C@H](O)C[C@H]2N1CC1CC1	11	0.1	nt	-1	-11	0	-1
4	CC1(CCc2ccccc2)NC(=O)N(CC(=O)O)C1=O (centres undefined)	-9	-0.2	-1	-2	-4	2	4
5	COc1cccc(NC(=O)C(=O)NCCCn2ccnc2)c1	nt	nt	0	3	0	-5	nt
6	C[C@H](CO)N1C[C@H](C)[C@@H](CN(C)S(=O)(=O)c2cn(C)cn2)Oc2ccc(NC(=O)c3ccncc3)cc2CC1=O	2	11	-4	65*	1	19	-1
7	CC(C)Cc1nnc(NC(=O)C23CC4CC(CC(C4)C2)C3)s1	13	0.8	-1	-1	-4	-3	nt
8	COc1ccc(/C=N/NC(=O)c2cccc(C(F)(F)F)c2)cc1	11	2.9	-2	0	nt	1	2
9	C[C@H](CO)N1C[C@H](C)[C@H](CN(C)C(=O)C2CC2)Oc2cc(/C=C/c3ccccc3)ccc2S1(=O)=O	10	0.0	11	0	11	-10	4
10	C[C@@H]1CN([C@@H](C)CO)C(=O)c2cc(NC(=O)Nc3ccccc3)ccc2O[C@@H]1CN(C)Cc1ccc(C(=O)Nc2ccccc2N)cc1	-9	8.0	6	-7	-1	3	3
11	O=C(c1ccc2c(=O)n3c(nc2c1)CCCCC3)N1CCN(c2ccc(F)cc2)CC1	3	3.1	-1	-3	-1	1	-3
12	CC(C)c1ccc(CNc2ncc(Br)cn2)cc1	-2	0.0	-2	3	3	-3	-4
13	CCOC(=O)N1CCN(Cc2nc3cc(NC(=O)c4ccco4)ccc3n2C)CC1	5	?	-5	2	3	5	-3
14	CSc1ccccc1OCc1cc(C(=O)NCc2csc(C(C)C)n2)no1	-4	nt	-1	-1	18	11	-4
15	Cc1ccccc1Cn1ccc(NC(=O)c2nn(C)cc2[N+](=O)[O-])n1	nt	2.2	nt	-4	-8	1	nt
16	Cc1ccc(S(=O)(=O)N(C)C[C@@H]2OCCCC[C@H](C)Oc3ccc(NS(=O)(=O)c4cccs4)cc3C(=O)N([C@H](C)CO)C[C@H]2C)cc1	nt	nt	12	-1	1	-14	8
17	CC1=CC2=C(C=O)C(=O)C(C)(O)C(O)C2=CO1 (centres undefined)	5	nt	-2	1	6	-4	0
18	CN(c1cccc(NC(=O)c2ccccc2N(Cc2ccccc2)S(C)(=O)=O)c1)S(C)(=O)=O	1	nt	-3	1	4	2	-5
19	O=C1c2cccc([N+](=O)[O-])c2C(=O)N1c1ccccc1	-9	nt	1	0	4	4	8
20	CCOC(=O)[C@H]1[C@H]2COc3ccccc3[C@@H]2N2C(=O)[C@@H](CO)NC(=O)[C@@]12C	5	0.2	0	-1	29*	1	-3
21	O=[N+]([O-])c1ccc(NS(=O)(=O)c2ccc(Cl)c(Cl)c2)cc1	nt	0.0	-2	3	2	0	nt
22	COc1ccccc1NC(=O)N[C@@H]1CC[C@@H](CCn2cc(C3(O)CCCC3)nn2)O[C@H]1CO	-11	0.0	1	3	1	7	2
23	COc1ccc(-c2cc3c(=O)n(CC(=O)NCCCc4ccccc4)ncn3n2)cc1	18	-0.1	-8	-2	-6	-15	-4
24	CSCCC(NS(=O)(=O)c1ccc(Cl)cc1)C(=O)OCC(=O)N(C(C)C)C(C)C (centres undefined)	2	nt	-4	6	nt	-5	4
25	O=C(NCC1CCCCC1)[C@@H]1[C@@H](CO)[C@@H]2Cn3c(ccc(-c4ccc(F)cc4)c3=O)[C@H]1N2	4	-0.1	-34	-2	2	-1	2
26	CC(=O)Nc1ccc(NC(=O)/C=C/c2cccc(C(F)(F)F)c2)cc1	nt	-1.3	-4	2	-4	-8	nt
27	C[C@H](CO)N1C[C@H](C)[C@H](CN(C)Cc2ccncc2)Oc2ccc(NC(=O)Nc3cccc4ccccc34)cc2CC1=O	-72	nt	0	0	-9	-6	-4
28	CO[C@@H]1CN(C)C(=O)c2cc(NC(=O)c3ccc(Oc4ccccc4)cc3)ccc2OC[C@@H](C)NC[C@@H]1C	-31	0.5	0	-2	6	-10	-1
29	Cc1ccc2nc(SCC(=O)N3CCN(c4ccccc4)CC3)nc(=O)n2c1	4	nt	3	1	-10	0	-8
30	CCC(=O)N1CCc2cc(S(=O)(=O)NCCC(=O)N3CCN(c4ccccc4)CC3)ccc21	13	nt	0	-1	4	-2	1

Single values from the entries so far.
Reading of `CSc1ccccc1OCc1cc(C(=O)NCc2csc(C(C)C)n2)no1` in SIRT5 inh: -1
Reading of `COc1cccc(NC(=O)C(=O)NCCCn2ccnc2)c1` in ERp5 block: 3
Reading of `O=[N+]([O-])c1ccc(NS(=O)(=O)c2ccc(Cl)c(Cl)c2)cc1` in DENV2 CPE rescue: 2
Reading of `COc1ccccc1NC(=O)N[C@@H]1CC[C@@H](CCn2cc(C3(O)CCCC3)nn2)O[C@H]1CO` in ERp5 block: 3
Reading of `COC(=O)[C@@H]1C[C@@]2(O)[C@H](O)[C@H](O)[C@H](O)C[C@H]2N1CC1CC1` in C2C12 statin: 11

More entries:
#	mol	C2C12 statin	E-selectin induc	SIRT5 inh	ERp5 block	DENV2 CPE rescue	S100A4 MyoIIA	PglD DTNB
31	CCN(CC)S(=O)(=O)c1ccc(N2CCCC2)c(NS(=O)(=O)c2cccs2)c1	nt	nt	-2	6	-3	-4	nt
32	O=C1Nc2ccccc2/C1=C/c1ccnc2ccccc12	2	0.1	-4	2	-1	-1	7
33	NC(=O)c1ccc(NC(=O)COC(=O)CC2Sc3ccccc3NC2=O)cc1 (centres undefined)	16	-0.2	-1	-17	8	-7	-6
34	Cc1[nH]n(-c2ncc(-c3ccccc3)s2)c(=O)c1C(c1ccc(Cl)cc1)C(C#N)C#N (centres undefined)	nt	nt	-2	4	13	-6	nt
35	COc1ccc(S(=O)(=O)Nc2ccc3c(c2)C(=O)N([C@H](C)CO)C[C@H](C)[C@@H](CN(C)C(=O)Nc2cccc4ccccc24)OCCCC[C@@H](C)O3)cc1	-34	0.0	nt	nt	1	nt	-3
36	CCCN1C[C@H](C)[C@H](OC)CN(C)C(=O)c2ccc(NC(=O)c3ccc(F)cc3)cc2OC[C@@H]1C	-2	-0.3	nt	nt	nt	nt	4
37	COCC(=O)N1[C@@H]2CN(C(=O)Nc3cc(F)ccc3F)c3ccccc3[C@@H]2[C@@H]1CO	-1	-0.1	0	2	-1	1	-1
38	COc1ccc2c3c(n(C)c2c1)[C@@H](CO)N(Cc1ccc2c(c1)OCO2)CC31CN(C(=O)c2ccc3c(c2)OCO3)C1	nt	0.0	6	-2	11	-42	nt
39	COc1ccc(NC(=O)Nc2ccc3c(c2)CC(=O)N([C@H](C)CO)C[C@@H](C)[C@@H](CN(C)Cc2ccc(C(=O)Nc4ccccc4N)cc2)O3)cc1	nt	nt	7	4	-2	66	nt
40	COc1cccc(NC(=O)c2ccccc2)c1	5	0.0	32*	3	9	-1	-4
41	COc1cc(CNC2CCCCCCC2)c(Br)cc1OCCO	-3	nt	0	-1	?	-1	5
42	CCOc1ccc(S(=O)(=O)N2CCCC(C(=O)NCc3cccnc3)C2)cc1Cl (centres undefined)	-7	0.3	2	1	9	-2	-1
43	CCc1nnc(NC(=O)CCC(=O)NCCc2ccccc2)s1	-4	-1.4	0	nt	-3	9	-2
44	COc1cc(O)c(C(CCN2CCOCC2)c2cc(OC)c(OC)c(OC)c2)c(OC)c1 (centres undefined)	1	0.0	-1	-8	?	-1	-4
45	C[C@@H]1CCCCO[C@H](CN(C)Cc2ccc(C(F)(F)F)cc2)[C@H](C)CN([C@H](C)CO)C(=O)c2cc(NC(=O)c3ccncc3)ccc2O1	4	-0.1	20*	3	?	-31	-4
46	Cc1cnc(C(=O)OCC(=O)c2ccc(C3CCCCC3)cc2)cn1	18	nt	-4	-1	-8	-4	6
47	CCOc1ccccc1NC(=O)CSc1nc2ccccc2nc1N1CCOCC1	10	-0.6	1	5	0	1	-3
48	COc1ccc(CN(C)C[C@H]2Oc3ccc(NC(=O)CCC(F)(F)F)cc3CC(=O)N([C@@H](C)CO)C[C@@H]2C)cc1	10	-0.4	8	0	0	16	2
49	COc1ccccc1CO/N=C/NC(=O)c1c(OC)ccnc1Oc1ccc(F)cc1	22	nt	-3	-1	17	29	1
50	O=C(NC(Cc1ccccc1)C(=O)O)c1cccnc1Cl (centres undefined)	12	-0.1	-2	6	-4	-3	1
51	CCCc1cc(=O)[nH]c(=S)[nH]1	0	-0.1	-1	0	-10	-11	5
52	CCC1CCCCN1CCCNC(=O)C1CC(=O)N(CCc2ccccc2)C1 (centres undefined)	5	nt	-2	6	-1	-35	-3
53	COc1ccc(S(=O)(=O)Nc2ccc3c(c2)C(=O)N([C@@H](C)CO)C[C@H](C)[C@H](CN(C)S(=O)(=O)c2ccc(OC)cc2)OCCCC[C@@H](C)O3)cc1	nt	0.0	nt	nt	?	nt	3
54	CCC(C(=O)Nc1cc(Cl)c(OC)cc1OC)c1ccccc1 (centres undefined)	-2	nt	-2	0	7	2	-2
55	[N-]=[N+]=NC1C[C@H](n2ccc(=O)[nH]c2=O)O[C@@H]1CO (some centres undefined)	1	2.5	-4	-1	-2	-3	0
56	CC(C)NC(=O)N(C)C[C@H]1Oc2ncc(-c3ccc(C(=O)N(C)C)cc3)cc2C(=O)N([C@@H](C)CO)C[C@@H]1C	4	0.8	-4	-7	0	-7	0
57	O=C(C[C@@H]1C[C@H]2c3cc(NC(=O)NC4CCCCC4)ccc3O[C@H]2[C@H](CO)O1)NCc1ccccn1	-5	0.9	1	4	-2	5	0
58	CC1(C(=O)NS(=O)(=O)c2cccs2)CCN1C(=O)c1ccco1 (centres undefined)	12	nt	-1	1	5	-5	0
59	N/C(=N\OC(=O)c1cc([N+](=O)[O-])ccc1Cl)c1ccccn1	6	3.3	1	1	-1	-2	nt
60	O=C(O)CN1C(=O)C(=O)N(Cc2ccccc2F)C1=O	-2	nt	0	-1	1	0	1
61	COc1ccc(-n2nc(C(=O)NCC(=O)Nc3ccc(F)cc3)c3ccccc3c2=O)cc1	-2	nt	-8	-2	-8	-9	3
62	Cc1ccc(OCC(=O)NCCC2=CCCCC2)cc1	-4	0.1	nt	nt	nt	nt	-7

Reformatted field by field: part of the list above.
(39) COc1ccc(NC(=O)Nc2ccc3c(c2)CC(=O)N([C@H](C)CO)C[C@@H](C)[C@@H](CN(C)Cc2ccc(C(=O)Nc4ccccc4N)cc2)O3)cc1
  C2C12 statin = nt | E-selectin induc = nt | SIRT5 inh = 7 | ERp5 block = 4 | DENV2 CPE rescue = -2 | S100A4 MyoIIA = 66 | PglD DTNB = nt
(40) COc1cccc(NC(=O)c2ccccc2)c1
  C2C12 statin = 5 | E-selectin induc = 0.0 | SIRT5 inh = 32* | ERp5 block = 3 | DENV2 CPE rescue = 9 | S100A4 MyoIIA = -1 | PglD DTNB = -4
(41) COc1cc(CNC2CCCCCCC2)c(Br)cc1OCCO
  C2C12 statin = -3 | E-selectin induc = nt | SIRT5 inh = 0 | ERp5 block = -1 | DENV2 CPE rescue = ? | S100A4 MyoIIA = -1 | PglD DTNB = 5

Compound activity (PubChem)

Not all compounds are listed; rates above refer to the full screens.
